ssDAF-12 act = activators of S. stercoralis DAF-12 nuclear receptor; HEK293 ssDAF-12/GRIP1 lit1-tk-luc reporter, luminescence; % of 3 µM dafachronic acid response; activation, % at 6.8 µM; actives 1% (n = 370,000); AID 652126;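 active = activation above the mean over all tested compounds plus 3 SD, cut at about 0.9% in these data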;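 also: 0% = DMSO-only wells and 100% = 3 µM delta7-dafachronic acid wells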
NPR2 activator = GC-B (human) receptor activation. P20594. HEK293-GC-B cells, CNP EC30, cGMP TR-FRET; 0% at EC30 CNP, 100% saturating CNP. activation, % at 10 µM. actives 0.11% (n = 370,000). AID 1920062;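 active = activation at 10 µM reaching about 35% in either raw or pattern-adjusted values, limit read from the data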
SMARCA2 activ = increases SMARCA2 function in MMTV reporter cells; MG213 cells, MMTV-luciferase reporter, dexamethasone, overnight; activation, % at 9.1 µM; actives 1% (n = 370,000); AID 652017; in the data active = activation above about 7.8%;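 also: 0% = vehicle wells and 100% = reference activator wells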
proKLK7 act = activators of human kallikrein-7 zymogen; P49862; purified proKLK7, EDANS-DABCYL substrate fluorescence; 100% is mature enzyme control, 0% vehicle; activation, % at 7 µM; actives 0.9% (n = 370,000); AID 652039;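 active = activation above the mean of all tested compounds plus 3 SD, computed per campaign excluding outliers beyond control limits, cut at about 13% in these data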
Target sequence (P49862 whole entry, looked up): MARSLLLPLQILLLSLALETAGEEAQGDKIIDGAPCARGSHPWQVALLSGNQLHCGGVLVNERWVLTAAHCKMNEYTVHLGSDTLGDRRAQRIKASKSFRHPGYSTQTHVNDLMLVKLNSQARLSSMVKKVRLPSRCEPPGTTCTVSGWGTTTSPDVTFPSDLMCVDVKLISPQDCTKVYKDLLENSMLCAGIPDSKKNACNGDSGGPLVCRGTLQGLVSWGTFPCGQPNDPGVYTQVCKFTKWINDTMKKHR
hgDAF12 agonist = agonists of H. glycines DAF-12 nuclear receptor. AID 687014. activation, % at 6.8 µM. actives 1.8% (n = 370,000). HEK293 GAL4-hgDAF12 UAS-luciferase reporter, agonist luminescence; normalized to butyrate control;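 active = activation above a cutoff set at the mean of all screened compounds plus 3 SD, cut at about 10% in these data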;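 also: 0% = DMSO wells and 100% = sodium butyrate wells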
HGIII-sPLA2 inh = Inhibits HGIII-sPLA2 liposome hydrolysis, primary screen; AID 743126; inhibition, % at 12.2 µM; QFRET BODIPY PC-A2 liposome hydrolysis, fluorescence; actives 0.56% (n = 370,000);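 active = inhibition above mean plus 3 SD of compounds lying within the high and low control bounds, cut at about 19% in these data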;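 also: 0% = median of test compound wells and 100% = no enzyme DMSO wells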
Target sequence (Q9NZ20 whole entry, looked up): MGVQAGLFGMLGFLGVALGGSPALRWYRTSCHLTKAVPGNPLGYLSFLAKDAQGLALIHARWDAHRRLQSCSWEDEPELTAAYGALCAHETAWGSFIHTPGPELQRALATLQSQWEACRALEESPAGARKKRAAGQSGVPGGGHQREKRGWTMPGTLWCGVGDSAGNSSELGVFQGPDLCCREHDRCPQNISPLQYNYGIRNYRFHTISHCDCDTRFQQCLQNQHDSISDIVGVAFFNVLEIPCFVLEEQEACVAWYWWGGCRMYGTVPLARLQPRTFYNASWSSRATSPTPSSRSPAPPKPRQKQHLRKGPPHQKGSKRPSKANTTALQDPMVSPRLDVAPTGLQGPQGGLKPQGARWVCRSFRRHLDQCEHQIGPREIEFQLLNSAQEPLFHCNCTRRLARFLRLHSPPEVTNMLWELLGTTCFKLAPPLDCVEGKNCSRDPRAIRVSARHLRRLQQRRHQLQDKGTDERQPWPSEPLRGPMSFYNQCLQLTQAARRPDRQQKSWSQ
DAX1 inh-1 = NR0B1 (DAX1) inhibition. HEK293 Gal4-DAX1 luciferase reporter, luminescence. inhibition, % at 6.75 µM. actives 0.99% (n = 340,000). AID 504766;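 active = inhibition above the mean over all tested compounds plus 3 SD, cut at about 4.2% in these data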;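 also: 0% = DAX1-transfected cells with DMSO and 100% = empty-vector control cells with DMSO; inhibition shows as a rise in luminescence from relieved DAX1 repression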
Target sequence (P51843 207-470 limits assumed): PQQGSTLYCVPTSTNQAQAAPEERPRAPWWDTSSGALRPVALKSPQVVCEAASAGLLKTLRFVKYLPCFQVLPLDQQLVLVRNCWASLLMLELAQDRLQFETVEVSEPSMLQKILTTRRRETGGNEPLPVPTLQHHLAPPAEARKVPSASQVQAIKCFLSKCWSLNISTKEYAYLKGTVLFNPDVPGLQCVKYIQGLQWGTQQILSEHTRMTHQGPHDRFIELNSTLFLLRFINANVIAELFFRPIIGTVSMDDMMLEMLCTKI
GC-A act = GC-A (human) enzyme activation. activation, % at 10 µM. HEK293 GC-A cells, cGMP TR-FRET, EC30 ANP; 0% at EC30 ANP, 100% saturating ANP. actives 0.14% (n = 370,000). AID 1671463; in the data active = activation above about 40%
FXN GAA850 act = activators of GAA850 frataxin (FXN) promoter | HEK293 lucGAA850 FXN promoter luciferase reporter, 24 h; percent of 10 µM SAHA response | activation, % at 6 µM | actives 0.56% (n = 360,000) | AID 540364;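 active = activation above the average of all compounds screened plus 3 SD, cutoff fixed separately per campaign, cut at about 7.5% in these data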;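 also: 0% = DMSO wells and 100% = 10 µM SAHA wells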
hcDAF12 agonist = activators of H. contortus DAF-12 nuclear receptor. HEK293 hcDAF-12 lit1-tk-luc reporter, luminescence; 0% DMSO, 100% Δ7-dafachronic acid. activation, % at 6.8 µM. actives 1.4% (n = 370,000). AID 652067;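 active = activation above the mean of all tested compounds plus 3 SD, cut at about 5.5% in these data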;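 also: 100% = response to 3 µM Δ7-dafachronic acid high control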
DAX1 inh-2 = blocks DAX1 repression of SF-1 activated StAR promoter. HEK293T StAR-luciferase reporter, SF-1/DAX-1 repression relief. inhibition, % at 6.8 µM. actives 1.1% (n = 370,000). AID 652010;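 active = inhibition above the mean over all tested compounds plus 3 SD, cut at about 3.6% in these data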;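 also: 0% = DAX-1 cells with DMSO and 100% = cells lacking DAX-1 with DMSO; higher inhibition means more luminescence from relief of DAX-1 repression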
The depositor's hits bear a star; nt = no result given.

SMILES	ssDAF-12 act	NPR2 activator	SMARCA2 activ	proKLK7 act	hgDAF12 agonist	HGIII-sPLA2 inh	DAX1 inh-1	GC-A act	FXN GAA850 act	hcDAF12 agonist	DAX1 inh-2
N#CC1=C(N)OC2=C(C(=O)CC(c3ccccc3)C2)C1c1cccnc1 (stereo unspecified)	-1.9	-5	1	-0.2	-2.4	-2	-0.7	-5	4.8	-3.8	0.3
Cn1c(=O)c([N+](=O)[O-])c(N2CCN(Cc3ccc4c(c3)OCO4)CC2)c2ccccc21	-1.9	-3	2	-0.1	-1.6	-2	-2.1	-12	-0.7	-2.7	0.0
COc1cccc(C(=O)Nc2ccc3ccccc3c2)c1	0.5	-4	2	0.1	17*	3	-1.5	-2	2.2	7.5*	1.5
Cc1ccc(/C=N/n2c(-c3cccnc3)n[nH]c2=S)s1	-0.7	-5	-2	-0.3	-1.3	28*	-0.5	-3	3.8	-0.8	-1.4
COc1cc(/C=C2/C(=O)ON=C2C)cc(Cl)c1O	-1.2	1	0	0.5	0.8	7	1.3	6	1.2	-1.8	0.2
Cc1[nH]c2c(ccc3cccnc32)c1C	-0.9	3	-4	0.2	0.3	13	-1.3	5	1.5	-1.6	0.2
COc1ccc2c(c1)C(=O)C1NC(=O)NC(=O)C1(Br)N2 (stereo unspecified)	-1.3	3	-3	-0.1	-1.9	0	-0.6	-2	-0.1	-0.6	-1.0
O=[N+]([O-])c1cccc(/C=N/N2CCN(Cc3ccccc3)CC2)c1	-0.9	0	2	0.6	5.4	7	2.2	0	1.8	-0.5	-0.5
CCc1ccc(NC(=O)N(CCCOC(C)C)C2CCN(C(C)=O)CC2)cc1	0.1	-7	1	0.1	0.0	6	-0.4	-2	2.7	0.8	2.7
CCN(CCCNC(=O)C1CCN(S(=O)(=O)CC)CC1)c1cccc(C)c1	-1.4	-2	-2	0.8	3.4	1	1.2	0	-0.9	-2.5	0.4
O=C(CSc1nccn1-c1ccccc1)c1ccc(Cl)cc1	-1.0	-2	2	-0.4	1.5	-30	0.2	-1	-1.8	0.1	-0.5
Cc1oc(-c2ccccc2Cl)nc1CS(=O)CC(=O)NCCCN1CC(C)CC(C)C1 (stereo unspecified)	-1.2	0	5	0.4	0.4	-2	0.5	3	-1.4	-1.1	0.7
CCC(C)NC(=O)Nc1ccc(F)c(Cl)c1 (stereo unspecified)	-1.4	-1	4	-0.2	1.4	-3	1.1	2	4.0	-0.9	-0.3
CC(O)C(C(=O)OCc1ccc([N+](=O)[O-])cc1)N1C(=O)c2ccccc2C1=O (stereo unspecified)	-0.8	4	-4	-0.4	-1.4	15	0.0	-2	0.2	0.5	0.0
OC(CNC1CCCC1)COc1ccc(F)cc1 (stereo unspecified)	-1.4	0	-1	0.3	-0.1	-4	0.3	3	2.7	-0.5	-0.7
c1ccc(-c2cncnc2)nc1	-1.2	1	-1	-0.6	1.7	9	0.9	2	-1.0	-2.2	0.3
O=C(CSc1ccc(-c2ccccn2)nn1)NCc1ccccc1	-1.8	-2	0	-0.3	0.4	1	0.8	-5	-1.1	-0.6	0.1
OC1CCCN(Cc2cn(Cc3ccccc3)nc2-c2cc3ccccc3o2)C1 (stereo unspecified)	-0.8	-7	1	0.4	-0.1	-14	0.5	-2	0.0	-0.6	0.3
Cc1nn(-c2ccccc2)c(Cl)c1C(=O)NCc1cccs1	-1.1	-1	-1	0.4	-1.1	-3	0.5	5	1.0	0.7	-0.8
Nc1nonc1-n1nnc(C(=O)N/N=C/c2ccc3c(c2)OCO3)c1-c1ccccc1	-1.2	0	1	-13	0.1	-15	0.3	-2	-0.4	-1.1	-0.1

2 entries from above, with values under each structure:
Second line of a record – ssDAF-12 act | NPR2 activator | SMARCA2 activ | proKLK7 act | hgDAF12 agonist | HGIII-sPLA2 inh | DAX1 inh-1 | GC-A act | FXN GAA850 act | hcDAF12 agonist | DAX1 inh-2
- COc1ccc2c(c1)C(=O)C1NC(=O)NC(=O)C1(Br)N2 (stereo unspecified)
  -1.3 | 3 | -3 | -0.1 | -1.9 | 0 | -0.6 | -2 | -0.1 | -0.6 | -1.0
- Cn1c(=O)c([N+](=O)[O-])c(N2CCN(Cc3ccc4c(c3)OCO4)CC2)c2ccccc21
  -1.9 | -3 | 2 | -0.1 | -1.6 | -2 | -2.1 | -12 | -0.7 | -2.7 | 0.0

Next section.
SMILES	ssDAF-12 act	NPR2 activator	SMARCA2 activ	proKLK7 act	hgDAF12 agonist	HGIII-sPLA2 inh	DAX1 inh-1	GC-A act	FXN GAA850 act	hcDAF12 agonist	DAX1 inh-2
C=CCNC(=O)COC(=O)C1CCN(S(=O)(=O)c2ccc3c(c2)OCCO3)CC1	-1.2	6	-2	0.3	-0.5	7	-0.1	1	-0.4	-1.8	2.0
Cc1cccc2cc(CN(Cc3ccc4c(c3)OCO4)Cc3nnnn3C3CCCC3)c(=O)[nH]c12	-1.3	nt	-4	-0.2	1.2	9	-0.1	nt	-1.3	-2.0	-0.5
Cc1cccc(C)c1-n1nnnc1C(c1ccnc2ccccc12)N1CCCC1 (stereo unspecified)	-1.2	-8	-3	0.0	0.6	0	nt	-5	nt	1.3	1.1
Clc1ccc(-c2nnc(-c3cccc4ccccc34)o2)cc1Cl	-1.1	-1	-6	-0.3	1.3	8	nt	-2	1.5	1.4	0.2
Cc1csc(NC(=O)c2ccc(C)c(S(=O)(=O)N3CCCCC3)c2)n1	-1.9	-1	-3	0.7	-1.0	-3	-1.0	0	-2.2	-1.5	-0.9
C[C@H](CO)N1C[C@H](C)[C@@H](CN(C)Cc2ccncc2)Oc2c(NS(=O)(=O)c3ccc(Cl)cc3)cccc2C1=O	-1.2	6	-4	0.2	1.3	-8	0.1	4	-4.5	-0.1	0.4
CCOC(=O)c1c(-c2ccc(OC)cc2)csc1NC(=O)CSc1ncnc2sccc12	-0.8	6	-5	-1.1	-2.6	-10	-0.8	8	0.5	0.8	-0.9
COc1ccc(CCC(=O)NCC23CC4CC(CC(C4)C2)C3)cc1	-1.1	0	-3	-0.1	-0.2	-1	0.1	-2	2.8	-2.1	0.2
COc1ccc(S(=O)(=O)NCCc2cc3ccc(C)c(C)c3[nH]c2=O)cc1	-1.1	-3	2	0.2	-2.3	-1	0.1	1	-2.4	-0.6	-0.6
Cc1cc(C)c(C(N)=O)c(Nc2cccc3ccccc23)n1	-1.6	2	1	0.3	-5.8	4	-2.1	-1	-2.5	-0.1	-1.6
Cn1ccnc1SCC(=O)N1CCN(S(=O)(=O)c2ccccc2)CC1	-1.0	2	-2	-0.8	-2.3	9	-0.1	8	0.5	1.2	0.0
O=C(COC(=O)/C=C/c1ccc2c(c1)OCO2)NCc1ccc(F)cc1	-1.6	-4	0	-2.3	0.0	0	3.3	-3	0.0	0.9	-0.1
O=C(NC(Cc1ccccc1)C(=O)O)/C(=C\c1ccco1)NC(=O)c1ccccc1 (stereo unspecified)	-1.4	2	3	-0.4	-1.4	-8	-0.6	-3	1.2	-1.2	-0.2
CC(C)(C)c1ccc(Oc2ccc(NC(=O)c3ccco3)cn2)cc1	-1.4	5	-8	0.6	-9.4	-1	-4.1	-2	3.0	-3.3	-1.7
COc1ccc(CCNc2nc(-c3cccnc3)nc3ccccc23)cc1OC	-1.1	19	2	-0.5	-4.7	-3	-2.9	10	-7.2	-3.9	-1.2
O=C(NC(=S)Nc1ccccc1N1CCOCC1)c1ccc(-c2ccccc2F)o1	-0.7	4	-1	-0.5	1.2	-7	0.1	10	2.6	-1.2	-0.3
Cc1ccc(CN(C)C(=O)COC(=O)CSc2cc(C)c3ccccc3n2)cc1	-1.6	1	-2	0.1	-0.7	7	-0.4	1	-0.8	-2.4	0.9
COc1ccc(C2=NN(C(=O)CSc3nnnn3C)C(c3ccco3)C2)cc1 (stereo unspecified)	-1.2	-2	-4	0.3	-2.6	10	0.2	-2	1.1	1.1	-0.5
Cc1ccccc1OCCC(=O)N1CCN(S(=O)(=O)c2ccc(Br)cc2)CC1	-0.3	-3	-2	-0.2	-1.6	0	-1.3	-7	-0.7	-1.4	1.1
CCc1cccc2c(C(=O)CN3C(=O)NC(C)(c4cccc5ccccc45)C3=O)c[nH]c12 (stereo unspecified)	-0.8	6	5	-0.5	-4.3	-47	-1.0	-2	0.1	2.2	-1.3
COc1ccccc1OCc1nc(-c2ccc([N+](=O)[O-])cc2)no1	-1.1	-1	1	-0.6	3.4	-4	1.5	-3	4.3	0.1	0.0
Cc1cc2c(c(=O)n1Cc1cccnc1)C(c1ccccc1)C(C#N)=C(N)O2 (stereo unspecified)	-0.7	-3	1	0.5	-1.5	3	-1.1	-2	-1.5	-1.2	0.1
CCOC(=O)c1ccc(NC(=O)N2CCN(c3ccccc3OC)CC2)cc1	-1.9	0	0	0.4	-0.6	-6	-0.9	-5	-1.1	-0.8	-0.5
Cn1c(CN2CCCC2)c(C#N)c2ccccc21	-0.6	-2	-2	-0.3	1.0	1	0.8	-1	0.6	0.3	0.8
O/N=C/c1ccc(OCc2ccccc2)c(Br)c1	0.0	-1	3	-0.4	16*	-10	1.1	-4	4.6	3.3	0.5
O=C(Nc1ccc(S(=O)(=O)N2CCCCC2)cc1)c1ccc(F)cc1	-1.7	0	-1	-0.1	-3.7	-7	-2.5	-2	-2.0	-5.1	-1.1
CCc1nonc1NC(=O)c1oc2ccc(Cl)cc2c1C	-0.9	-1	-1	0.5	3.2	5	0.9	4	1.8	1.1	0.3
CC(=O)c1ccc(OC(=O)C2CC(=O)N(c3cccc(C)c3)C2)cc1 (stereo unspecified)	-1.2	-2	-4	0.2	0.2	7	0.1	3	0.8	-1.7	0.5
Cc1ccccc1NS(=O)(=O)c1ccc(C(=O)NCC2(N3CCOCC3)CCCCC2)cc1	-1.8	3	4	0.4	2.8	0	1.2	-2	0.8	-0.1	-1.4
COc1ccccc1/C=C/C(=O)OCC(=O)Nc1cc(C(F)(F)F)ccc1N1CCOCC1	-1.5	-1	0	-0.2	-2.5	3	0.8	2	1.4	-1.7	0.0
COc1ccccc1CCC(=O)OCC(=O)c1c(N)n(CC(C)C)c(=O)n(C)c1=O	-1.2	1	-3	0.2	-2.7	-15	-1.3	2	0.2	-1.9	-4.0
COc1ccc(/C=N/N2CCN(c3ccccc3OC)CC2)cc1OC	-1.2	-1	5	0.3	4.4	2	-0.8	3	3.0	0.1	0.8
COc1ccc(C2C(C(=O)N3CCN(c4ccccc4)CC3)c3ccccc3C(=O)N2C)cc1OC (stereo unspecified)	-0.7	1	-3	-0.5	-0.7	-7	0.2	-3	1.3	-2.9	-0.2
CCN(CC(=O)Nc1ccccc1OC)C(=O)c1cccc(-n2cccc2)c1	-1.1	4	1	0.1	-0.8	-16	-0.5	1	-1.1	-2.3	-0.8
COc1ccccc1NS(=O)(=O)c1cc(NC(=O)c2cccnc2)ccc1N1CCCCC1	-1.6	-7	0	1.5	-1.3	-38	-0.9	-12	-0.3	-1.6	-2.0
CCOc1ccc(C(=O)Nc2ccc(N3CCN(C)CC3)cc2)cc1Br	-1.0	-5	7	0.3	1.7	0	-0.4	-2	1.1	-0.4	0.1
CCc1ccc(/C(C)=N/NC(=O)c2ccccn2)cc1	-1.0	-2	-2	-0.5	0.6	9	1.7	-1	-0.3	-0.3	0.3
